Bioassay records: PubChem, several laboratories
HMGR II inh = E. faecalis class II HMG-CoA reductase inhibition; purified E. faecalis HMGR, NADPH absorbance 340 nm kinetic; inhibition, % at 10 µM; 0.41% of 190,000 active; AID 1066;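 active means inhibition above a set limit, the median over all tested compounds plus 3 SD, cut at about 9.5% in these data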;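 further: enzyme runs in reverse so mevalonate oxidation gives rising NADPH absorbance; 0% = complete reaction with DMSO and 100% = background rate lacking mevalonate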
S1P3 antagonist = S1P3 (human) receptor antagonism. Q99500. CHO S1P3 NFAT-BLA reporter, FRET fluorescence, antagonist mode. inhibition, % at 4.98 µM. 0.27% of 170,000 active;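 active means inhibition above the plate cutoff, the mean inhibition of test wells on that plate plus 3 SD, cut at about 28% in these data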;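 further: cells challenged with S1P at its EC80 of 0.8 µM; blue over green emission ratio from cleaved BLA substrate after 4 h stimulation; 0% = S1P-stimulated wells and 100% = unstimulated DMSO-only wells; some compounds past the cut are filed as inactive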
DTT redox prof = compounds producing H2O2 with reducing agent – biochemical, NIH compound library profiling, artefact control for MLSCN library redox annotation, primary screen; DTT-dependent redox cycling H2O2, phenol red/HRP absorbance; 100% = 100 µM peroxide control, 0% = buffer; activation, % at 10 µM; 0.03% of 200,000 active;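 active means activation of at least 50% relative to the plate's high and low controls in the primary single-dose screen; inactive means activation below 50%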;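 further: compound incubated with DTT at 0.8 mM final as the reducing agent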
TNAP inh noacc = TNAP (human) inhibition, acceptor-free conditions; purified TNAP, CDP-star luminescence, 30 min; inhibition, % at 20 µM; 0.26% of 200,000 active; AID 1012;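 active means tissue-nonspecific alkaline phosphatase inhibition above about 50% at 20 µM in the single-dose screen, limit read from the data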;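 further: 0% = DMSO negative control and 100% = EDTA positive control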
Target sequence (P05186 whole entry, looked up): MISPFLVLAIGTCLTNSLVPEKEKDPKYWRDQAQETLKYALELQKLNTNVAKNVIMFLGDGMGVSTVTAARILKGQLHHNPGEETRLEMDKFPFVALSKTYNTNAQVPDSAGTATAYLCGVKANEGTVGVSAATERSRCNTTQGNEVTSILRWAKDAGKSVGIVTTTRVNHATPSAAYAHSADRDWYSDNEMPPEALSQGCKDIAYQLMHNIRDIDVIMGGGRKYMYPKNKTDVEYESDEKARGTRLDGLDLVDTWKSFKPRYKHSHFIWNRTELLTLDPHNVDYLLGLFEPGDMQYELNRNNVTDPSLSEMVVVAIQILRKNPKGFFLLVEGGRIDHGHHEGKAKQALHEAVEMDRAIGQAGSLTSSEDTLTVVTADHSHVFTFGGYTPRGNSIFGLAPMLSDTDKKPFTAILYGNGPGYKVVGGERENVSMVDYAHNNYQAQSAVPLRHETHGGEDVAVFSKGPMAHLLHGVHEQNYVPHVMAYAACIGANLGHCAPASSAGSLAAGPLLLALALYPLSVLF
RAM inhibit = yeast RAM network inhibition | 1.8% of 190,000 active | inhibition, % at 50 µM | S. cerevisiae dse1pr::URA3 reporter, 5-FOA growth OD615, 2 d; analog-sensitive cbk1-as2 kinase mutant strain;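 active means inhibition above a set limit, 3 SD over mean compound inhibition, cut at about 8.4% in these data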;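 further: 0% = DMSO-only wells with no growth and 100% = 10 µM 1-NA-PP1 full growth; inhibition rescues growth on 5-FOA so higher OD means more RAM inhibition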
Lmaj promast = Leishmania major promastigote growth inhibition; inhibition, % at 10 µM; Leishmania major promastigotes, resazurin fluorescence viability; AID 1063; 9% of 200,000 active; in the data active means inhibition above about 50%;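 further: promastigotes grown with compound for 44 hours at 28 °C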
PMI act = increases human mannose-6-phosphate isomerase activity; P34949; purified human PMI, coupled resazurin fluorescence, 20 min; stronger effect = higher value; 1 = vehicle control, 0 substrate-free wells; activation factor at 20 µM; 0.005% of 190,000 active;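 active means activation factor of 2 or more at 20 µM, relative to plate controls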
Target sequence (P34949 whole entry, looked up): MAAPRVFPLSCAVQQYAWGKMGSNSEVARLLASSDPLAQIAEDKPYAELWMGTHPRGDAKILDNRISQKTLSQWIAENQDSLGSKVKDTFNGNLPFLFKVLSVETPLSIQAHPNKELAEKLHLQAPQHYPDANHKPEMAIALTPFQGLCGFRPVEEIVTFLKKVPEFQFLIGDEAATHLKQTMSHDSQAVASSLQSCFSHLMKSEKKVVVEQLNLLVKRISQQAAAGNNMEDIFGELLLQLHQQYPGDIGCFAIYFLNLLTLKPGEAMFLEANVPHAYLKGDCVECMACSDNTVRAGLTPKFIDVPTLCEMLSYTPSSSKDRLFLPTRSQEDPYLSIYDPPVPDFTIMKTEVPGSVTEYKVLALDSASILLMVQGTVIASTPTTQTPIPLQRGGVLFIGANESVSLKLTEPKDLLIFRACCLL
TNAP inh hiacc = blocks human TNAP under high phosphate acceptor concentration; inhibition, % at 20 µM; 0.03% of 200,000 active; purified TNAP, CDP-star luminescence, 1 M DEA; P05186;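 active means over 50% inhibition of tissue-nonspecific alkaline phosphatase at 20 µM in the single-dose screen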;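 further: plate controls were DMSO wells for no effect and EDTA-quenched wells as full inhibition for full effect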
Hsp70 activator = transcriptional activators of Hsp70; HeLa Hsp70 promoter luciferase reporter, luminescence; scaled: vehicle 0, proteasome-inhibitor control 100%; activation, % at 10 µM; 0.04% of 200,000 active; AID 1203;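 active means activation above the mean across all tested compounds plus 3 SD, cutoff set per campaign, cut at about 5.5% in these data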;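 further: 100% = MG132 at 30 µM as the positive control and 0% = DMSO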
PMI act satM6P = PMI (human) activation, high substrate; AID 1216; P34949; coupled PMI enzyme assay, resazurin fluorescence, 20 min; stronger effect = higher value; 1 = untreated enzyme, 0 = substrate-free blank; activation factor at 20 µM; 0.34% of 190,000 active;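 active means activation factor of 2 or more at 20 µM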
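assay system = human phosphomannose isomerase with PGI, G6PDH, diaphorase coupling enzymes | quantity = 15 ng/mL PMI | incubation = enzyme reaction with compound 20 min at room temperature | medium = HEPES pH 7.4 buffer with MgCl2 and Tween-20 | compound dosing = one concentration, 20 µM, in 1% DMSO | measured by = Diaphorase-driven resazurin-to-resorufin fluorescence, excitation 544, emission 590 nm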
Numbers without * were called inactive; x = not tested or not shown.

SMILES	HMGR II inh	S1P3 antagonist	DTT redox prof	TNAP inh noacc	RAM inhibit	Lmaj promast	PMI act	TNAP inh hiacc	Hsp70 activator	PMI act satM6P
CCOc1ccccc1N1CCN(S(=O)(=O)c2ccc(Cl)s2)CC1	1	-17	1.9	-5	5.1	9	0.9	1	-0.2	0.9
O=C(COC(=O)c1ccccc1O)NCCC1=CCCCC1	6	9	-0.1	-15	1.1	2	1.1	-3	0.1	1.1
N=c1c2c(-c3ccccc3)c(-c3ccccc3)n(Cc3ccco3)c2ncn1CCCN1CCOCC1	11*	15	1.2	-16	0.2	100*	1	-10	-0.1	1
CN(C)C(=O)NC(O)C(Cl)Cl (stereo unspecified)	7	x	0.1	-5	1.7	-2	1	-1	-0.2	1.1
CCOc1ccc2[nH]c(=O)c(CN(Cc3nnnn3CCc3ccccc3)CC3CCCO3)cc2c1 (stereo unspecified)	-2	-16	-0.4	-11	-0.5	22	0.9	-5	-0.4	0.7
Cc1cc(NC(=O)c2noc3c2CCCC3)n(-c2ccccc2)n1	1	-5	-1.2	-4	-1.6	-7	1	-5	-0.3	1
COC(=O)C1=NN(c2ccccc2)C2(S1)SC(C(C)=O)=C(C)N2c1ccccc1 (stereo unspecified)	-3	x	2.2	-9	0.5	40	0.9	-6	-0.3	0.9
CCOC(=O)c1c(C)oc2ccc(NS(=O)(=O)c3cccs3)cc12	3	x	0.4	18	1.3	3	1	1	-0.3	1
CCOC(=O)c1ccc(N(C(=O)c2cnccn2)C(C(=O)NC2CCCCC2)c2cn(C)nc2C)cc1 (stereo unspecified)	15*	x	1.6	0	-1.1	-4	1.1	-7	-0.2	1.1
Cc1cc2nc(-c3ccncc3)cc(C(F)(F)F)n2n1	-1	-4	-0.4	-2	2.2	1	1	-5	0.5	1
Cn1c(C(=O)Nc2ccc3c(c2)OCCO3)cc2c(=O)n(C)c3ccccc3c21	3	-8	-0.7	-24	2.1	12	0.9	-9	-0.2	0.9
Cc1ccc(CNC(=O)Cc2cccs2)cc1	-11	x	-2.3	-4	-0.1	-3	1	-9	-0.2	1.1
CC1CCCCN1CC(=O)c1c(N)n(Cc2ccccc2)c(=O)n(C)c1=O (stereo unspecified)	-1	-14	-0.6	-5	1.7	0	1	-1	-0.1	1
C#C[C@]1(O)CC[C@H]2[C@@H]3CCc4cc(O)ccc4[C@H]3CC[C@@]21C	-10	-4	-0.2	-10	0.0	7	1	0	-0.2	1
Cc1ccc(CN2CCN(Cc3cnn(-c4ccc(F)cc4)c3)CC2CCO)o1 (stereo unspecified)	-2	-20	-0.5	-9	1.2	-2	x	-4	-0.1	x
O=C(NNC(=O)c1sccc1-n1cccc1)Nc1ccc(F)cc1	-12	-2	0.0	-21	0.0	-7	1	-6	-0.2	1.1
CCOCCCNC(=S)NCCCNc1nc2cc3c(cc2cc1C#N)OCO3	4	x	2.1	-24	1.0	-4	1.6	1	-0.1	2.2*
CCCCc1c(C)c(C#N)c2nc3ccccc3n2c1Nc1c(C)n(C)n(-c2ccccc2)c1=O	-1	x	0.6	0	4.8	18	1	4	-0.1	1
COc1cccc(-n2nc(-c3ccnn3-c3ccc(F)cc3)c(=O)n(C)c2=O)c1	-6	x	0.1	-12	5.4	52*	0.8	0	-0.2	0.9
O=C1CC(N2CCN(C(c3ccccc3)c3ccccc3)CC2)C(=O)N1Cc1ccc(N2CCCC2=O)cc1 (stereo unspecified)	3	x	0.5	-9	1.9	98*	0.8	-8	-0.3	0.9
COc1ccc(C(CC(=O)NC(C)(C)C)n2cccc2)cc1 (stereo unspecified)	-1	10	-0.1	-13	1.1	23	0.9	-5	0.4	0.9
C=CCOc1cccc(C2C(C(=O)c3cccs3)=C(O)C(=O)N2Cc2cccnc2)c1 (stereo unspecified)	4	-20	-0.4	-6	4.4	-5	x	-4	-0.2	x
CN(C)S(=O)(=O)c1cccc(NC(=O)COC(=O)c2ccc([N+](=O)[O-])o2)c1	0	-32	-0.1	-18	0.0	-6	0.9	-3	-0.4	0.8
CCOc1ccc(-c2cc3nc(C4CCN(C(=O)OC(C)(C)C)CC4)c(C(=O)O)cn3n2)cc1	-1	-6	0.0	-5	4.4	-8	0.9	-4	0.1	1
Cc1cc(C)c2sc(NNC(=O)C3COc4ccccc4O3)nc2c1 (stereo unspecified)	-1	-15	1.1	-8	0.8	-8	1.2	-2	0.4	1.2
O=C(O)CCC(=O)N1N=C(c2c(-c3ccccc3)c3cc(Cl)ccc3[nH]c2=O)CC1c1ccccc1 (stereo unspecified)	5	-11	-0.3	2	7.2	0	1	-1	-0.3	1.1
CCC(C)Sc1cc(C)c(C#N)c2nc3ccccc3n12 (stereo unspecified)	-1	6	-0.2	-11	4.2	4	0.9	-5	-0.2	0.7
Cc1nnc(NC(=O)c2cccc(F)c2)s1	-5	12	1.1	-6	2.7	-2	1	-3	0.0	1
COC(=O)c1ccsc1NC(=O)CSc1nnnn1Cc1ccccc1	1	21	0.5	-4	1.3	-6	1.3	-3	-0.2	1.3
CCc1ccc(S(=O)(=O)Nc2cccc(-c3ccc4nncn4n3)c2)s1	-4	-7	-1.3	-11	5.5	7	1	-3	-0.4	1
CCOCCCN1CC(C(=O)NCc2ccc3c(c2)OCO3)CC1=O (stereo unspecified)	1	-6	-0.1	-9	-0.4	-5	1.1	-4	0.0	1
O=C(NC(CC(=O)N1CCN(c2ccc([N+](=O)[O-])cc2)CC1)c1ccccc1)c1ccccc1Cl (stereo unspecified)	-1	1	0.5	-2	3.9	83*	1	4	-0.5	0.9
COCCCNC(=O)C1CCC(=O)N1Cc1ccccc1Cl (stereo unspecified)	3	-14	-12	-13	0.8	-5	1	-7	-0.6	1
CC(=O)Nc1nc(CC(=O)c2ccccc2)cs1	x	-3	x	-8	x	x	1	-6	x	1
Cc1ccccc1OCC(=O)NC(=S)Nc1ccc(N2CCOCC2)c(Cl)c1	1	x	2.4	-7	2.9	-8	1	-1	-0.2	1
Cc1ccc(CNC(=O)c2ccc(-n3cccc3)cc2)cc1	8	-24	1.1	-14	2.7	-2	1.1	-2	0.5	1.1
Cc1cc(OCCCCCNCCO)cc(C)c1Cl	-6	-9	-2.4	-2	0.0	98*	0.9	-5	0.1	0.8
Cc1cc(C)c2[nH]c(=O)c(CN(CC3CCCO3)C(=S)NCc3ccco3)cc2c1 (stereo unspecified)	1	6	0.0	-37	3.7	5	0.9	0	-0.3	1
CCOc1ccc2[nH]c(=O)c(CN(CCO)C(=O)c3ccc(F)cc3)cc2c1	4	5	2.2	7	7.4	-2	1	0	-0.6	1
Cn1c(SCC(=O)N2CCN(C(=O)c3ccco3)CC2)nnc1-c1ccc(NS(C)(=O)=O)cc1	-4	2	2.9	0	0.1	-5	0.9	-2	-0.2	0.9
CC1=C(C(=O)O)N2C(=O)C(NC(=O)c3nn(C)cc3[N+](=O)[O-])C2SC1 (stereo unspecified)	-5	-18	-1.6	-5	3.0	5	1.1	-1	-0.3	1
COC(=O)N/N=C/c1cc(OC)c(O)c([N+](=O)[O-])c1	0	2	0.2	4	2.0	-2	1.1	18	0.1	0.9
CC(C)N(Cc1cnn(C)c1)Cc1nc(COc2ccccc2)no1	-1	3	-0.6	-5	4.0	2	1	-2	-0.3	0.9
CCOC(=O)c1sc(NC(=O)c2ccccc2)cc1C	-4	x	0.2	-10	4.0	4	1	1	-0.2	1
C/C(Cn1nnc([N+](=O)[O-])n1)=N\NC(=O)c1ccncc1	5	-7	-0.6	-15	-0.2	8	1	-5	-0.2	0.6
Cc1c(Cl)cccc1NC(=O)Nc1ccc(C(=O)N2CCCC2)cc1	-10	-20	0.5	-22	1.1	4	0.9	-2	-0.3	1
COc1ccccc1C1c2c(oc3ccc(Cl)cc3c2=O)C(=O)N1c1cc(C)on1 (stereo unspecified)	x	19	0.2	x	x	-4	x	x	-0.2	x
COC(=O)c1ccccc1NC(=O)c1cnc2sccn2c1=O	-3	-39	1.6	3	4.8	6	1.1	-8	-0.1	1.1

Quoted from above, 4 compounds:
SMILES	HMGR II inh	S1P3 antagonist	DTT redox prof	TNAP inh noacc	RAM inhibit	Lmaj promast	PMI act	TNAP inh hiacc	Hsp70 activator	PMI act satM6P
Cc1cc(C)c2[nH]c(=O)c(CN(CC3CCCO3)C(=S)NCc3ccco3)cc2c1 (stereo unspecified)	1	6	0.0	-37	3.7	5	0.9	0	-0.3	1
CCOc1ccc2[nH]c(=O)c(CN(CCO)C(=O)c3ccc(F)cc3)cc2c1	4	5	2.2	7	7.4	-2	1	0	-0.6	1
Cn1c(SCC(=O)N2CCN(C(=O)c3ccco3)CC2)nnc1-c1ccc(NS(C)(=O)=O)cc1	-4	2	2.9	0	0.1	-5	0.9	-2	-0.2	0.9
CC1=C(C(=O)O)N2C(=O)C(NC(=O)c3nn(C)cc3[N+](=O)[O-])C2SC1 (stereo unspecified)	-5	-18	-1.6	-5	3.0	5	1.1	-1	-0.3	1

Continuation:
SMILES	HMGR II inh	S1P3 antagonist	DTT redox prof	TNAP inh noacc	RAM inhibit	Lmaj promast	PMI act	TNAP inh hiacc	Hsp70 activator	PMI act satM6P
CCc1ccc(C(=O)NC(CCSC)C(=O)OC)cc1 (stereo unspecified)	5	-7	-1.2	-10	3.0	-7	1	-3	-0.4	1
CCCN1CCN(C(c2cc3cc(OCC)ccc3[nH]c2=O)c2nnnn2C2CCCCC2)CC1 (stereo unspecified)	-2	-39	-0.2	-7	0.7	6	1.1	-5	0.1	0.9
N/C(=N\OC(=O)CCc1ccccc1)c1ccc(Br)cc1	-4	x	1.6	-8	0.1	-2	0.9	-1	0.0	0.9
COc1ccc(-c2ccc(SCC(=O)c3cccs3)nn2)cc1	-4	-10	0.2	-2	2.6	5	0.9	0	0.0	1
COC(=O)CSc1cc(SCC(=O)OC)c(C#N)c(SCC(=O)OC)c1	-7	-25	-1.8	-5	1.1	64*	1.1	-8	-0.7	1.2
CN(C(=O)C1CCCO1)c1nnc(-c2ccccn2)s1 (stereo unspecified)	-4	-8	2.9	-8	4.0	-4	1	-4	0.5	1
CCCC(NC(=O)CCl)c1ccccc1 (stereo unspecified)	-6	5	0.3	-9	1.6	2	1	-2	-0.3	1
COc1ccc(C2C(C#N)=C(N)Oc3n[nH]c(C)c32)cc1CSc1ccccn1 (stereo unspecified)	-2	x	-0.1	-1	-0.3	98*	0.9	3	-0.3	0.9
O=C(Cc1ccc2c(c1)OCCO2)N1CCN(S(=O)(=O)c2cccc(C(F)(F)F)c2)CC1	-4	5	0.9	-12	2.5	48	0.8	-4	-0.2	0.8
COCc1cc(=O)[nH]c(/N=C(\N)Nc2ccc(C)cc2C)n1	1	3	-1.1	-21	-0.6	-5	1	-5	0.5	1.1
CCOC(=O)N1CCC(NC(=O)c2cc3c(-c4ccc(Cl)cc4)nn(C)c3s2)CC1	1	1	-0.2	-3	-0.2	-4	1	-1	-0.1	1
CC(=O)Nc1ccc2c(CN3C(=O)NC(C)(c4ccc(C)cc4)C3=O)cc(=O)oc2c1 (stereo unspecified)	0	-13	0.0	-11	-0.9	1	0.9	-3	-0.3	1
